From PubChem
ATXN viability: cell viability loss in ATXN counter-screen. 0.49% of 400,000 active. S2 cells (HEK-293 line with an ATXN2-luciferase reporter) viability, CellTiter-Fluor protease fluorescence, 24 h. Potency, µM (top dose mostly 56.7 µM), most hits filed as cytotoxic. AID 651635; also: nearly all actives have a fitted effect of over 40% in size
MCF10A rerep: induces DNA re-replication in MCF 10a normal breast cells; MCF 10A DNA re-replication, Hoechst nuclear intensity, 48 h; Potency, µM (titrated, usually from 46.1 µM), for the others: top-dose activity, positive = re-replication, most hits filed as activators; 2.9% of 350,000 active; AID 624296; also: % of control where 0% means no effect; nearly all actives have a fitted effect of over 50% in size
Nrf2 block: inhibitors of Nrf2 signaling. A549 ARE-Fluc reporter, luciferase luminescence, 18-24 h. Potency, µM (highest dose often 46 µM), for the others: at the highest dose activity change, negative = inhibition, usual class: inhibitors. 2.1% of 360,000 active. AID 504444; also: % is scaled to controls: 0 for no effect and ±100 for the full control effect; nearly all actives have a fitted effect of over 60% in size
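Nrf2 function is reported as luminescence of an ARE-controlled luciferase in A549 cells. Compounds were tested at several concentrations, and a CellTiter-Fluor read on the same wells flagged cytotoxicity.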
A549 viability: counter-screen for Nrf2 inhibitors: cytotoxicity in A549 cells | A549 ARE-Fluc cells, CellTiter-Fluor viability, 18-24 h | 0.16% of 390,000 active | Potency, µM (doses to about 46 µM), inactives show top-dose activity change, negative = cytotoxicity, most hits filed as inhibitors; also: % is scaled to controls: 0 for no effect and ±100 for the full control effect
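Cytotoxicity counterscreen: CellTiter-Fluor fluorescence was measured in A549 ARE_Fluc cells after 18-24 h of compound exposure in a concentration series. The subsequent BugLite luminescent read reports ARE-luciferase activity.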
EPAC2 antag: blocks human EPAC2 exchange factor; Potency, µM (highest dose often 114 µM), inactives show at the highest dose activity, negative = inhibition, usual class: inhibitors; Q8WZA2; EPAC2 GEF exchange of Rap1B-BODIPY-GDP, fluorescence; 0.18% of 360,000 active; also: % is scaled to controls: 0 for no effect and ±100 for the full control effect; nearly all actives have a fitted effect of over 45% in size; many of its hits are not listed in these tables
Target sequence (Q8WZA2 whole entry, looked up): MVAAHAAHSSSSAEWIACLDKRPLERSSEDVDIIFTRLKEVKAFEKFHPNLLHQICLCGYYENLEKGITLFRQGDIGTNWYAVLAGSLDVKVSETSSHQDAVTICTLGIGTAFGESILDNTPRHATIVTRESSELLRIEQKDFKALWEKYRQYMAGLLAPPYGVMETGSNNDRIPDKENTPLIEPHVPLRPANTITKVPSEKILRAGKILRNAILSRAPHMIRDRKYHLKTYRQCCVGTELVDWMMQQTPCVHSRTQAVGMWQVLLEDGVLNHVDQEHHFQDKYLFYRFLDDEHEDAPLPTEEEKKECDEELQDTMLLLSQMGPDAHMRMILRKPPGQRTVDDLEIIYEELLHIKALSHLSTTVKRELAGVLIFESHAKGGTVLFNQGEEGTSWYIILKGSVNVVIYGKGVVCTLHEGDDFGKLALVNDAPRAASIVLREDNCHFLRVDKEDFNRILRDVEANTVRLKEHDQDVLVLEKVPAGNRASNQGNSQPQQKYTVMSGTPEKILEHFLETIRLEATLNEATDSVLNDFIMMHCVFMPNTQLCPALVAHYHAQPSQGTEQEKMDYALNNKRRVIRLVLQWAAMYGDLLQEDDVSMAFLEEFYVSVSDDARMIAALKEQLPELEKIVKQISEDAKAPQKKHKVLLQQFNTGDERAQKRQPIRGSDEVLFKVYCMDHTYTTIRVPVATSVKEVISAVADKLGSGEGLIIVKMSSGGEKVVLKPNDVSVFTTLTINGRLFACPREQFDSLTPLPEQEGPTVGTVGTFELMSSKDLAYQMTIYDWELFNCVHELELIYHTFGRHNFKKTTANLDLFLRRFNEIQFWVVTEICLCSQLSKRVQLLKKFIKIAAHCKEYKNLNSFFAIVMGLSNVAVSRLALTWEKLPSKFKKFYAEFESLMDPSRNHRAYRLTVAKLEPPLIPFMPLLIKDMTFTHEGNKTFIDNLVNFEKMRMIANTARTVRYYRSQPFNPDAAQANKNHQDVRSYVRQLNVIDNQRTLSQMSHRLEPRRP
TGFb inhibitor: inhibitors of TGF-b signaling. HepG2 CAGA-GFP TGF-b/SMAD3 reporter, GFP fluorescence, 18 h; TGF-beta stimulated, 500 pg/mL final. Potency, µM (top dose mostly 46.1 µM), without a hit: at the highest dose activity, negative = inhibition, hits mostly inhibitors. 1.2% of 410,000 active. AID 588855; also: % is scaled to controls: 0 for no effect and ±100 for the full control effect; nearly all actives have a fitted effect of over 65% in size
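Cell-based qHTS in HEPG2 carrying a CAGA-GFP Smad reporter; compounds added before 500 pg/mL final TGF-beta, 18 h incubation at 37 degrees C, GFP fluorescence quantified per cell by imaging cytometry.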
Nrf2 ARE act: Nrf2 pathway activation. AREc32 ARE-luciferase reporter (MCF7-derived line), luminescence, 24 h. Potency, µM (series often up to 46.1 µM), for inactives: at the highest dose activation, actives largely listed as activators. 0.31% of 410,000 active; also: % of control where 0% means no effect; nearly all actives have a fitted effect of over 65% in size
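Nrf2 activation is followed as ARE-luciferase induction in the AREc32 line after one day of compound treatment; luminescence is read with Steady-Glo.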
ATXN2 expr inh: reduces ATXN2 reporter expression in HEK-293 cells | HEK-293 ATXN2-luciferase reporter, luminescence, 24 h | Potency, µM (series often up to 57 µM), for the others: top-dose activity change, negative = inhibition, actives largely listed as inhibitors | 0.72% of 360,000 active; also: % is scaled to controls: 0 for no effect and ±100 for the full control effect; nearly all actives have a fitted effect of over 55% in size
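ATXN2-luciferase reporter cells (luciferase flanked by upstream and downstream ATXN2 gene portions) were treated 24 h at 37 °C with compounds at up to 57 uM. SteadyGlo luminescence gave expression; GF-AFC fluorescence gave viability.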
HepG2 viability: counter-screen for TGF-b inhibitors: cytotoxicity in HepG2 cells. Potency, µM (top dose mostly 46.1 µM), for the others: top-dose activity change, negative = cytotoxicity, most hits filed as cytotoxic. HepG2 CAGA-GFP viability, ATP luminescence, 18 h. 0.76% of 410,000 active; also: some results filed as inactive show a strong effect at the top dose
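HepG2 CAGA-GFP cells (1000/well, DMEM with 1% FBS) received compound, then TGF-beta at 500 pg/mL final, and were incubated 18 hours at 37 degrees C. Viability was read by CellTiter-Glo luminescence. Media-only wells were set as complete cell-killing and DMSO as no toxicity.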
* hit, by the source's call; i = inactive; ? = inconclusive; . = no result given; & = joins results of further samples; [ ] = remark or other dose. Calls follow the shape of the dose curve; as a rule, active = well fitted curve in the direction sought with a large enough effect; inconclusive = small, poorly fitted or top-dose-only effect, or another doubt; inactive = no such curve, though single readings can be large; an effect the other way counts as inactive or inconclusive. Potency is read from the fitted curve at half-maximal effect. These rows are one share of the data, so the mix of outcomes need not match the whole.

SMILES	ATXN viability	MCF10A rerep	Nrf2 block	A549 viability	EPAC2 antag	TGFb inhibitor	Nrf2 ARE act	ATXN2 expr inh	HepG2 viability
CC(=O)NC/C(C)=N\Nc1ccc([N+](=O)[O-])cc1	?	8%	-12%	?	-3%	0%	-0.2%	?	1%
O=C(COC(=O)c1ccccc1)Nc1cc(S(=O)(=O)N2CCCCCC2)ccc1Cl	i	?	-9%	-4%	4%	-2%	0.4%	-1%	-7%
CCC(C(=O)NCCc1ccc(S(N)(=O)=O)cc1)c1ccccc1 (configuration not stated)	i	1%	0%	0%	9%	0%	-0.8%	7%	-56%
COc1ccc(N2CCN(C(=O)Cc3ccc(OC)c(OC)c3)CC2)cc1	i	7%	?	3%	-3%	-15%	-0.2%	-11%	7%
COc1ccc(S(=O)(=O)N2CCCCC2)cc1C(=O)Nc1cccc(C(F)(F)F)c1	.	.	.	16%	.	-17%	0.0%	.	-17%
O=C(Cc1coc(-c2ccc(F)cc2)n1)NC1CCCCC1	i	5%	-18%	-2%	10%	?	-0.4%	0%	-2%
COc1cc(CNCCCN2CCOCC2)ccc1OCC(=O)NC(C)(C)C	i	-1%	18%	8%	-12%	-17%	-0.4%	-10%	-9%
CCCc1cc(=O)oc2c(C)c(O)c(CN3CCCCC3)cc12	.	16%	-2%	?	-6%	12%	0.2%	-5%	-11%
CC(=O)Nc1ccc(S(=O)(=O)NCCS(=O)(=O)N2CCN(c3ccccc3)CC2)cc1	i	11%	?	-1%	0%	-4%	-0.1%	-14%	-17%
COc1cc(NC(=O)c2cc(-c3ccccc3)on2)cc(OC)c1OC	i	?	?	-10%	-3%	4%	0.5%	?	-18%
CCCN(CCC)CC(O)CN(c1cc([N+](=O)[O-])ccc1OC)S(=O)(=O)c1ccccc1 (configuration not stated)	i	-3%	27%	2%	-5%	-6%	0.2%	-7%	-20%
CCCN(CCC)S(=O)(=O)c1ccc(C(=O)Nc2c(C)n(C)n(-c3ccccc3)c2=O)cc1	i	-5%	1%	0%	21%	-4%	-0.2%	-15%	-6%
CC(=O)NC1C(Oc2ccccc2C)OC(CO)C(O)C1O (configuration not stated)	i	-3%	6%	0%	2%	2%	-0.4%	-1%	0%
CC1CCc2c(sc3ncnc(SCC(=O)c4ccccc4)c23)C1 (configuration not stated)	i	-7%	?	4%	1%	0%	0.5%	64%[activator]	6%
CCN(CC)/[N+]([O-])=N/Oc1cc(O/[N+]([O-])=N/N2CCCC2CO)c([N+](=O)[O-])cc1[N+](=O)[O-] (configuration not stated)	.	.	19%	-5%	.	-28%	.	.	-4%
CC(Sc1n[nH]c(-c2ccccc2)n1)C(=O)c1c(N)n(C)c(=O)n(C)c1=O (configuration not stated)	i	-3%	-8%	-4%	3%	12%	3.4%	4%	-9%
Nc1ccn([C@@H]2O[C@H](CNCc3cccc4c3sc3ccccc34)[C@@H](O)[C@H]2O)c(=O)n1	i	.	.	.	0%	0%	4.4%	-9%	-12%
CC1(C)CCC[C@]2(C)[C@H]3Cc4cc(O)ccc4O[C@]3(C)CC[C@@H]12	i	12µM*	4%	0%	-21%	?	15%	-15%	-23%
C=CCNc1nc(-c2ccccc2)c(C(=O)OCC)cc1C#N	i	15µM*	?	-24%	-5%	0%	-0.3%	-24%	-4%
Cc1nc2cc3c(cc2c(C)c1C(=O)OC(C)C)OCO3	i	5%	8%	15%	-10%	?	3.8%	35%	-56%
Clc1ccc(-c2nc3cnccn3c2Nc2ccc3c(c2)OCO3)cc1	i	?	23µM*	?	-23%	?	-0.7%	-28%	-27%
CCN1C(=O)CSC1=NC1C2CC3CC(C2)CC1C3 (configuration not stated)	i	9%	.	-1%	-8%	?	0.4%	-14%	-37%
Cc1nc2cc(NC(=O)C3(C)CCCN(C(C)C)C3)ccc2o1 (configuration not stated)	i	.	.	.	1%	10%	0.3%	42%[activator]	-3%
O=C(NCCN1CCCCC1)Nc1cccc(C(F)(F)F)c1	i	17%	9%	6%	3%	-12%	1.9%	-10%	-23%
Fc1ccc(COc2ccc(Br)cc2CNCC2CCCO2)cc1 (configuration not stated)	i	?	?	?	-6%	-17%	4.9%	?	-16%

Four consecutive entries out of the list so far, for reference:
SMILES	ATXN viability	MCF10A rerep	Nrf2 block	A549 viability	EPAC2 antag	TGFb inhibitor	Nrf2 ARE act	ATXN2 expr inh	HepG2 viability
O=C(Cc1coc(-c2ccc(F)cc2)n1)NC1CCCCC1	i	5%	-18%	-2%	10%	?	-0.4%	0%	-2%
COc1cc(CNCCCN2CCOCC2)ccc1OCC(=O)NC(C)(C)C	i	-1%	18%	8%	-12%	-17%	-0.4%	-10%	-9%
CCCc1cc(=O)oc2c(C)c(O)c(CN3CCCCC3)cc12	.	16%	-2%	?	-6%	12%	0.2%	-5%	-11%
CC(=O)Nc1ccc(S(=O)(=O)NCCS(=O)(=O)N2CCN(c3ccccc3)CC2)cc1	i	11%	?	-1%	0%	-4%	-0.1%	-14%	-17%

Other entries:
SMILES	ATXN viability	MCF10A rerep	Nrf2 block	A549 viability	EPAC2 antag	TGFb inhibitor	Nrf2 ARE act	ATXN2 expr inh	HepG2 viability
O=C(NNC(=O)c1cc2ccccc2cc1O)NC1CCCCC1	i	-19%	?	-2%	-3%	-1%	-0.7%	6%	-24%
O=S1(=O)CC(NCc2ccccc2)C(Nc2ccccc2)C1 (configuration not stated)	i	-1%	-11%	1%	-2%	8%	-0.3%	3%	7%
C[C@H](CO)N1C[C@H](C)[C@@H](CN(C)S(C)(=O)=O)Oc2ccc(NC(=O)C3CC3)cc2C1=O	i	-1%	5%	12%	14%	0%	-0.6%	-2%	10%
C=CCN1C(=O)/C(=C\C(C)=C\c2ccccc2)SC1=S	i	7%	-4%	4%	-5%	12%	-0.2%	38%	1%
COc1cc(NC(=O)COc2cccc(C)c2C)ccc1NC(=O)c1ccco1	i	?	?	-6%	-1%	12%	0.2%	-22%	-13%
CC(C)CCN1CCN(Cc2cccn2-c2ccccn2)CC1CCO (configuration not stated)	i	?	6%	2%	-2%	-9%	2.4%	-2%	-51%
CC(=O)Nc1ccc(N(C(=O)Cn2nnc3ccccc32)C(C(=O)NCc2ccccc2)c2ccc(C)cc2)cc1 (configuration not stated)	.	.	-15%	-2%	.	-11%	5.1%	.	5%
CN1C[C@@H]2[C@@H]3C(=O)N(C)C(=O)[C@@H]3[C@](Cc3ccccc3)(C1=O)N2C(=O)c1ccc(F)cc1	i	-11%	3%	1%	9%	-6%	-0.4%	5%	-10%
CN(C)c1cccc2c1c(NS(=O)(=O)c1cn(C)cn1)nn2C	?	2%	5%	-4%	2%	1%	-0.6%	-20%	10%
COc1ccc(-c2[nH]c(-c3cccc(OC)c3)nc2SCC(=O)NC2CCCC2)cc1	?	13%	-6%&-12%	-6%&-15%	-16%	?	0.6%&0.4%	?	-35%&-16%
CN(C(=O)Cn1c(=O)oc2cc(S(=O)(=O)N3CCCC3)ccc21)C1CCCCC1	i	-4%	-9%	-4%	-8%	22%	-0.1%	-6%	-1%
Cc1ccc(C(=O)Nc2cccc(-c3cn4ccccc4n3)c2)cc1	i	?	?	-8%	-8%	-20%	2.5%	-6%	-23%
COC(=O)c1cc(NC(=O)C2COc3ccccc3O2)cc(C(=O)OC)c1 (configuration not stated)	i	?	-19%	14%	-13%	15%	0.0%	-2%	-14%
COC(=O)c1cccc(Cn2c(Cl)c(/C=N/Nc3ccccc3C)sc2=O)c1	i	26µM*	-6%	1%	-2%	0%	17%	-7%	-7%
CCC(=O)Oc1ccc(C(CC)C(CC)c2ccc(OC(=O)CC)cc2)cc1 (configuration not stated)	i	48%	19%	1%	-4%	-2%	-0.6%	13%	1%

Arranged by value in Nrf2 ARE act (falling): three of the compounds above
mol | Nrf2 ARE act
COC(=O)c1cccc(Cn2c(Cl)c(/C=N/Nc3ccccc3C)sc2=O)c1 | 17%
Cc1ccc(C(=O)Nc2cccc(-c3cn4ccccc4n3)c2)cc1 | 2.5%
CN(C(=O)Cn1c(=O)oc2cc(S(=O)(=O)N3CCCC3)ccc21)C1CCCCC1 | -0.1%

In the list so far, 3 have a nitro group on carbon:
SMILES	ATXN viability	MCF10A rerep	Nrf2 block	A549 viability	EPAC2 antag	TGFb inhibitor	Nrf2 ARE act	ATXN2 expr inh	HepG2 viability
CC(=O)NC/C(C)=N\Nc1ccc([N+](=O)[O-])cc1	?	8%	-12%	?	-3%	0%	-0.2%	?	1%
CCCN(CCC)CC(O)CN(c1cc([N+](=O)[O-])ccc1OC)S(=O)(=O)c1ccccc1 (configuration not stated)	i	-3%	27%	2%	-5%	-6%	0.2%	-7%	-20%
CCN(CC)/[N+]([O-])=N/Oc1cc(O/[N+]([O-])=N/N2CCCC2CO)c([N+](=O)[O-])cc1[N+](=O)[O-] (configuration not stated)	.	.	19%	-5%	.	-28%	.	.	-4%
